# MT1-MMP act inh = blocks activation of human MT1-MMP | HT1080 RFP-PRO-GFP cells, GFP/RFP ratio fluorescence, overnight; percent of plate control window, DMSO zero | GFP/RFP ratio change, % at 20 µM | 360,000 tested, 0.061% active;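 active = GFP/RFP ratio change of at least 30% with cell ATP level not reduced by more than half and red fluorescence within 50% of control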; also: strong numbers were not always called active
#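 Assay system: HT1080 cells carrying an RFP-PRO-GFP reporter | Dosing: Single dose of 20 µM compound, 1% DMSO final | Incubation: Cells overnight before dosing, compound overnight, 37 °C, 5% CO2 | Evaluation: GFP/RFP fluorescence ratio | Control set: DMSO and RFP-L50D-GFP cell wells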
# Neddyl block = inhibitors of human cullin neddylation. TR-FRET cullin neddylation, biochemical. 360,000 tested, 0.58% active. P61081+Q13564. calls only at 25 µM; in the data active = inhibition above about 36%
# Target sequence (P61081 whole entry, looked up): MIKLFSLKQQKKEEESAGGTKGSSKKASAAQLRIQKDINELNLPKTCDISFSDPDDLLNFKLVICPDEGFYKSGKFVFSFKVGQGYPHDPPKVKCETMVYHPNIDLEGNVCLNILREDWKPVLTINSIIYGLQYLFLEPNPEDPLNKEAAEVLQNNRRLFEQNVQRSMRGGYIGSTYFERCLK
# Target sequence (Q13564 whole entry, looked up): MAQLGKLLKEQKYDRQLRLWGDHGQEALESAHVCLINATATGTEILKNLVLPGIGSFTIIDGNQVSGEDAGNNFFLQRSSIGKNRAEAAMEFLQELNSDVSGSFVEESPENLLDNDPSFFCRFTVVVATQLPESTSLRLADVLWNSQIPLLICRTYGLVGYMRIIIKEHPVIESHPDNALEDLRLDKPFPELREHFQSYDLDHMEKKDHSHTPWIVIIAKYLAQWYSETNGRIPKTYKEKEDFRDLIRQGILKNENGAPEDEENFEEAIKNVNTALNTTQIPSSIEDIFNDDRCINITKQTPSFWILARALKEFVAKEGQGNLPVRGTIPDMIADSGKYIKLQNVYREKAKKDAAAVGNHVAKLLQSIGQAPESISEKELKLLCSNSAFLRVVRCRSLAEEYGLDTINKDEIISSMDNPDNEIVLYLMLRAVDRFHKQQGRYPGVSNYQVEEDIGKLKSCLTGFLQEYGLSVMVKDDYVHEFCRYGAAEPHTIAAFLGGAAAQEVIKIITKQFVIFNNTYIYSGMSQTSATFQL
# bovine MsrA act = bovine methionine sulfoxide reductase A activation; AID 602163; activation, % at 10.6 µM; 360,000 tested, 0.3% active; purified bovine MsrA, absorbance read-out; in the data active = activation above about 7.5%;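 also: 0% = vehicle and 100% = reference activator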
# MLLE-PAM2 inh = inhibitors of microRNA-mediated deadenylation, human PABP1 MLLE binding; P11940; GST-MLLE / FITC-PAM2 fluorescence polarization; inhibition, % at 20 µM; 360,000 tested, 0.36% active; AID 588489; in the data active = inhibition above about 35%, passing the limit was not always enough;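 also: plate controls were DMSO wells with GST-MLLE for no effect and wells lacking GST-MLLE protein for full effect; some results filed as inactive read as strong as hits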
# E coli Lon inh = inhibitors of E. coli Lon protease | P0A9M0 | purified E. coli Lon protease, fluorescence polarization | inhibition, % at 7.94 µM | 360,000 tested, 0.42% active; in the data active = inhibition above about 13%, passing the limit was not always enough;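 also: 0% = enzyme with probe and DMSO and 100% = no enzyme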
# NRP1-CendR mod = modulators of CendR peptide binding to human neuropilin-1. O14786. FAM-RPARPAR peptide binding to NRP-1, fluorescence polarization. inhibition, % at 25 µM. 360,000 tested, 0.85% active. AID 602438;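 active = inhibition or corrected inhibition above about 18%, plus a signal ratio from 0.5 to 1.5, limit read from the data, passing the limit was not always enough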; also: strong numbers were not always called active
# FAS-TE inh = inhibitors of human fatty acid synthase thioesterase domain; 360,000 tested, 0.67% active; P49327; inhibition, % at 15 µM; recombinant FAS-TE, OMFH fluorogenic substrate, fluorescence endpoint;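 active = compounds whose normalised, plate-corrected inhibition of enzyme fluorescence in the single-dose primary screen is 50% or more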;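 also: 0% = DMSO with enzyme and 100% = substrate without enzyme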
# SKN-1 inh = C. elegans SKN-1 inhibition | C. elegans VP596 Pgst-4::GFP/RFP ratio, acrylamide-induced, 24 h | inhibition, % at 21.8 µM | 360,000 tested, 0.49% active;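 active = interference check ratio from 0.5 to 1.5 plus GFP to RFP signal ratio inhibition reaching or exceeding a fixed threshold, cut at about 30% in these data, passing the limit was not always enough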; also: some compounds called inactive have numbers as strong as hits
# Rin1 Abl inh = inhibitors of human Rin1-Abl protein interaction | 360,000 tested, 0.4% active | P00519+Q13671 | TR-FRET Rin1/Abl binding, biochemical | inhibition, % at 7.35 µM; in the data active = inhibition above about 5%, passing the limit was not always enough
# An asterisk follows results filed as active; i = inactive; . = not tested or not shown; + = active, no number. Compounds as they come; 4% or so of the library scored in one or more.
SMILES,MT1-MMP act inh,Neddyl block,bovine MsrA act,MLLE-PAM2 inh,E coli Lon inh,NRP1-CendR mod,FAS-TE inh,SKN-1 inh,Rin1 Abl inh
Cn1c(=O)c2ncn(CC(=O)O)c2n(C)c1=O,-1,i,0,4,0,-6,-5,5,0
COc1cc(/C=C/C(=O)Nc2ccc3nc4n(c(=O)c3c2)CCCC4)cc(OC)c1OC,0,i,-3,3,1,-15,1,-6,-1
Cn1c(=O)c(C(=O)CSc2nnc(Nc3ccccc3)s2)c(N)n(Cc2ccccc2)c1=O,3,i,-7,-32,-8,1,-3,-16,-2
OC(c1ccccc1)(C1CCCCC1)C(CN1CCOCC1)c1ccccc1 (stereo not drawn),-19,i,-7,-1,11,8,18,11,-1
COc1cc2c(cc1OC)C(c1ccccc1C(F)(F)F)CC(=O)N2 (stereo not drawn),1,i,-5,-5,-1,-9,0,1,0
O=C(C(O)c1ccccc1)N1CCN(S(=O)(=O)c2ccc(F)c(F)c2)CC1 (stereo not drawn),0,i,.,.,.,8,.,0,.
O=C(NCc1ccccc1)N(Cc1cc2cc3c(cc2[nH]c1=O)OCO3)CC1CCCO1 (stereo not drawn),0,+,-2,4,5,6,-1,31,-1
O=C(Nc1ccc(Cl)c(C(F)(F)F)c1)NC1CC2CCCC(C1)N2C1CC1 (stereo not drawn),-4,i,-9,6,-3,-9,3,1,0
CCC(C)Sc1ccc([C@H]2N[C@@](CC(C)C)(C(=O)OC)[C@H]3C(=O)N(C)C(=O)[C@@H]23)cc1 (stereo partly drawn),2,i,1,6,-8,-15,20,-2,2
O=C(c1ccc(Cl)c(Cl)c1)N1CCCC1,2,i,-1,10,-7,8,-5,-3,0
CC1CCCC(NCC(O)COC(c2ccc(F)cc2)c2ccc(F)cc2)C1C (stereo not drawn),-19,i,-1,5,-6,-1,0,2,0
CCN(CC)S(=O)(=O)c1cc(-c2nnc(-c3ccc(Br)cc3)o2)ccc1Cl,-3,i,-5,1,-6,-10,26,1,-4
CCOC(=O)c1c(NC(=O)CN2CCN(C(=O)c3ccco3)CC2)sc2c1CCCC2,-4,i,-13,-14,-10,-9,-6,-11,4
COCCNC(=O)C(c1ccc(C)o1)N(C(=O)C(=O)NC1CCCCC1)c1ccc(F)cc1 (stereo not drawn),1,i,-10,6,2,0,-13,-9,2
C=CCNC(=S)N/N=C(\C)c1ccc(-n2ccnc2)cc1,7,i,-13,14,-1,2,-3,0,1
CCOC(=O)c1[nH]nc2c1C(=O)N(Cc1ccccc1)C2=O,0,i,-3,3,1,5,-3,3,0
CCN(CCn1cccn1)C(=O)CC1C(=O)NCCN1Cc1ccc(OC)c(OC)c1 (stereo not drawn),3,i,-7,11,-2,-3,-8,-3,-6
Cc1ccc(NC(=O)C2CCN(C(=O)c3ccccc3C)CC2)cc1,2,i,-9,-1,2,-8,-11,-13,-3
Cc1ccc(NC(=O)NC2(C(=O)NCc3ccco3)CCCCC2)cc1,-244,i,-5,2,7,1,-2,-29,2
COc1ccc(-c2coc3c(C(=O)NCCc4ccccc4)cccc23)c(C)c1,-3,i,-4,4,-8,-2,21,22,-4
O=C(CCSCc1ccccc1Cl)NC1CCCCC1,3,i,-8,-6,4,8,7,2,-2
CCN(CC(=O)NCc1ccc(F)cc1)C(=O)/C=C/c1ccc(OC)c(S(=O)(=O)NC(C)C)c1,8,i,-6,2,-1,9,-4,-5,3
O=C(CCCN1CCOC(c2ccccc2)C1)c1ccc(F)cc1 (stereo not drawn),0,i,-3,1,-3,-1,6,14,0
CCOC(=O)C1CCCN(C(=O)C2CCN(Cc3nc(-c4ccc(Cl)cc4)oc3C)CC2)C1 (stereo not drawn),2,i,0,-12,-1,-10,5,11,2
O=S(=O)(c1ccc(Cl)s1)N1CCN(Cc2ccccc2)CC1,0,i,-3,1,-8,2,14,11,-1
C#CCOCCOCCOCCNc1nc(N2CCN(C(=O)[C@H]([C@@H](C)CC)n3cc(CCCCN)nn3)CC2)nc(N2CCN(C(=O)[C@H]([C@@H](C)CC)n3cc(CCCN=C(N)N)nn3)CC2)n1,-2,i,0,11,7,-6,-6,-1,7
CC(C)(C)OC(=O)N1CCCC1C(=O)N1CCCC1C(=O)N1CCCC1C(=O)O (stereo not drawn),1,i,-3,2,7,6,-5,19,0
N#Cc1cccc(NC(=O)c2nc(-c3ccccc3)n(-c3ccccc3)n2)c1,-16,i,1,10,1,-4,32,-5,0
O=C(Nc1scc(-c2ccccc2)c1C(=O)O)c1ccccc1Cl,-1,i,-2,21,2,1,-2,6,3
O=C(c1cc(-c2cccc(Cl)c2)on1)N1CCOCC1,1,i,-5,2,-4,12,-5,-4,3
CC(CNS(=O)(=O)c1ccc(Cl)cc1)n1cncn1 (stereo not drawn),-2,i,-1,-9,11,1,0,3,1
O=C(Nc1ccccc1C(F)(F)F)C1CCCC1,1,i,-10,-3,1,17,-9,-18,-2
CCc1ccc(OCCNC(=O)OCc2ccccc2)cc1,-5,i,-14,-10,6,7,14,4,2
COCOCCn1cc(CN2CCS(=O)(=O)N(Cc3ccc(-c4ccc(F)nc4)cc3)C(C)C2=O)nn1 (stereo not drawn),0,i,5,4,-5,-3,-12,-16,-1
O=C1CN(C(=O)COC(=O)c2cccc(OCc3ccccc3)c2)c2ccccc2N1,3,i,-2,-18,-13,0,10,-2,-3
CS(=O)(=O)N1CCN(C(=O)c2ccccc2)C1,-2,i,-9,-9,-2,0,-14,-21,-5
CCc1nc2ccc(C(=O)N(CC)CCN(C)C)cn2c1N(C)C(=O)C1CCCCC1,-2,i,-1,-6,5,7,-6,23,-4
COC(=O)c1sc(-c2ccccc2)cc1NC(C)=O,6,i,-8,11,-7,0,12,5,3
COc1ccc(N2CCN(C3CCCN(C(=O)CCN4CCCCO4)C3)CC2)cc1 (stereo not drawn),1,i,-4,-5,-6,-2,-7,13,5
O=C(NCc1ccc2c(c1)OCO2)C(=O)NCC1OCCCN1S(=O)(=O)c1ccccc1 (stereo not drawn),8,i,1,-4,2,-10,-2,9,-1
CN1c2ccsc2C(O)=C(C(=S)Nc2ccccc2)S1(=O)=O,9,i,-10,28,-1,-8,-7,24,-1
COc1cc([C@@H]2CC=C(C(=O)O)[C@H](c3ccccc3)N2S(=O)(=O)c2ccc(C)cc2)cc(OC)c1OC,5,i,-3,14,9,-3,-4,-10,4
CSc1ccccc1N=Cc1nc(-c2ccccc2)oc1O,-3,i,0,14,5,5,17,6,-6
CCOc1cc(/C=C2\SC(=S)N(N3CCOCC3)C2=O)ccc1O,-7,i,-2,4,4,7,-2,5,-1
O=C(c1cc2c(s1)CCCCC2)N1CCN(c2ncccn2)CC1,0,i,-9,0,3,-2,-3,8,5

# Some of these compounds in order of SMILES length, ascending:
SMILES,MT1-MMP act inh,Neddyl block,bovine MsrA act,MLLE-PAM2 inh,E coli Lon inh,NRP1-CendR mod,FAS-TE inh,SKN-1 inh,Rin1 Abl inh
O=C(Nc1ccccc1C(F)(F)F)C1CCCC1,1,i,-10,-3,1,17,-9,-18,-2
CCc1ccc(OCCNC(=O)OCc2ccccc2)cc1,-5,i,-14,-10,6,7,14,4,2
CCOc1cc(/C=C2\SC(=S)N(N3CCOCC3)C2=O)ccc1O,-7,i,-2,4,4,7,-2,5,-1
O=C(NCc1ccc2c(c1)OCO2)C(=O)NCC1OCCCN1S(=O)(=O)c1ccccc1 (stereo not drawn),8,i,1,-4,2,-10,-2,9,-1
COc1cc([C@@H]2CC=C(C(=O)O)[C@H](c3ccccc3)N2S(=O)(=O)c2ccc(C)cc2)cc(OC)c1OC,5,i,-3,14,9,-3,-4,-10,4

# (further entries)
SMILES,MT1-MMP act inh,Neddyl block,bovine MsrA act,MLLE-PAM2 inh,E coli Lon inh,NRP1-CendR mod,FAS-TE inh,SKN-1 inh,Rin1 Abl inh
CCn1c(SCc2ccccc2Cl)nc2nc3c(cc2c1=O)CCCC3,-6,i,-3,-9,-9,-7,36,3,2
COC(=O)NN1C(=O)C(c2ccccc2)=C(c2ccc(Cl)cc2)C1=O,3,i,-3,8,-7,9,8,5,-2
CCn1c(=O)[nH]c(=O)c2c(N)c(C(=O)c3cc(F)ccc3F)sc21,-1,i,-5,-2,-16,-9,3,2,0
O=C(NCc1ccccc1)/C(=C/c1ccc(OC(F)F)cc1)c1ccccc1,-5,i,-3,-15,-2,-4,24,7,4
Cc1cccc(N2CCN(C(=O)c3cc4c(=O)n(C)c5ccccc5c4n3C)CC2C)c1 (stereo not drawn),5,i,-1,1,-2,-7,17,4,0
CC(=O)c1cccc(N(C(=O)CNC(=O)c2ccco2)C(C(=O)NC2CCCC2)c2ccc(C)o2)c1 (stereo not drawn),-1,i,0,16,10,7,-4,15,1
CC(=O)N1CCN(CC(=O)Nc2c(Cl)cc(Cl)cc2Cl)CC1,-3,i,3,5,-9,-1,-6,-1,0
Oc1ccccc1C=NCCCCCCN=Cc1ccccc1O,1,i,-4,2,-14,-15,-4,-4,-5
O=C(N/N=C\c1cn(-c2ccccc2)nc1-c1ccccc1)c1ccc2c(c1)OCO2,10,i,-3,11,-10,-5,24,0,3
S=C(c1ccccc1)N1CCCc2ccccc21,9,i,-14,21,0,1,5,-5,0
C/C(CC(=O)NCc1ccco1)=N\NC(=O)Cc1ccccc1,2,i,1,-14,-1,2,-8,8,-1
O=C(O)c1ccc(-n2cccc2)cc1O,-8,i,0,6,-6,-9,-7,-7,-2
O=C(NCC1CCOCC1)c1ccc(OC2CCN(Cc3ccccn3)CC2)cc1,2,i,-2,9,-5,0,-9,5,-3
CC1=C(/C=C/C(C)=C/C=C/C(C)=C/C(=O)O)C(C)(C)CCC1,-1,i,-1,5,-5,-10,.,-1,0
COc1cc(C(=O)NCc2ccc(S(N)(=O)=O)cc2)ccc1OCC(=O)N1CCOCC1,-4,i,-3,-3,2,12,-5,11,5
N#Cc1ccc(C(=O)OCC(=O)N2CCN(C(=O)c3ccco3)CC2)cc1,5,i,-3,-1,-10,-3,-6,3,-1
CC(Oc1ccccc1)C(=O)Nc1ccc(S(=O)(=O)N2CCN(C)CC2)cc1 (stereo not drawn),-1,i,-3,-4,0,-5,-4,5,3
CC(=O)N1c2ccc(S(=O)(=O)N(C)CC(=O)NCc3ccc(C)cc3)cc2CC1C (stereo not drawn),-2,i,-10,8,3,-7,-1,1,1
O=C(COC(=O)c1cc(Cl)ccc1Cl)Nc1ccc2[nH]c(=O)[nH]c2c1,0,i,-8,-4,-1,-1,-15,2,4
COc1ccc(CCNC(=O)COC(=O)C2CC2C)cc1OC (stereo not drawn),2,i,-2,-5,-7,4,-7,-1,-2
Cc1ccc(NC2CC(C)NC(=S)N2)cc1 (stereo not drawn),3,i,0,-136,-4,-7,-3,6,-1
COc1ccc(C(=O)Nc2ccc(Cl)cn2)cc1S(=O)(=O)N1CCCC1,1,i,-6,4,14,-2,-4,5,1
COc1ccc(NC(C)=O)cc1S(=O)(=O)Nc1ccc(C(=O)N2CCCC2)cc1,-2,i,-4,-9,1,-4,-6,-17,-3
Cc1ccnc(NC(=O)c2ccc3c(c2)C(=O)N(CC(C)C)C3=O)c1,-4,i,-5,-3,-15,4,1,14,-2
COc1cccc(/C=C2\Oc3cc(OC(=O)N4CCOCC4)ccc3C2=O)c1,6,i,-5,-9,-1,6,-4,-8,1
CCOC(=O)c1c(C)[nH]c(NC(=O)N2CCOCC2)c1C,-6,i,-3,2,-9,-7,-6,-2,-2
COCCCn1c(C)nnc1SCC(=O)Nc1ccc(C(C)=O)cc1,4,i,-9,-18,-4,-4,-10,0,1
CC1(C)CNC(=O)c2sc(N3CCCCC3)nc2C1,1,i,8.0*,-6,-2,4,-10,13,3
CN1C(=O)NC(c2cccc([N+](=O)[O-])c2)C2=C1CCCC2=O (stereo not drawn),-1,i,-3,-2,-4,-7,-6,-11,4

# Bioassay records as filed in PubChem BioAssay.
